DSG3 Ab inh: blocks pemphigus antibody binding to human desmoglein-3. P32926. 310,000 tested, 0.48% active. binding (percent of control), % at 10 µM. DSG3-coupled beads, scFv-anti-DSG3-GFP binding, flow cytometry; active compounds read low. AID 588358;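 active = binding more than 3 SD below its plate's average and above zero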;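 also: hits lower antibody fragment binding to DSG3; some compounds called inactive have numbers as strong as hits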
Target sequence (P32926 whole entry, looked up, the tested form may be a part): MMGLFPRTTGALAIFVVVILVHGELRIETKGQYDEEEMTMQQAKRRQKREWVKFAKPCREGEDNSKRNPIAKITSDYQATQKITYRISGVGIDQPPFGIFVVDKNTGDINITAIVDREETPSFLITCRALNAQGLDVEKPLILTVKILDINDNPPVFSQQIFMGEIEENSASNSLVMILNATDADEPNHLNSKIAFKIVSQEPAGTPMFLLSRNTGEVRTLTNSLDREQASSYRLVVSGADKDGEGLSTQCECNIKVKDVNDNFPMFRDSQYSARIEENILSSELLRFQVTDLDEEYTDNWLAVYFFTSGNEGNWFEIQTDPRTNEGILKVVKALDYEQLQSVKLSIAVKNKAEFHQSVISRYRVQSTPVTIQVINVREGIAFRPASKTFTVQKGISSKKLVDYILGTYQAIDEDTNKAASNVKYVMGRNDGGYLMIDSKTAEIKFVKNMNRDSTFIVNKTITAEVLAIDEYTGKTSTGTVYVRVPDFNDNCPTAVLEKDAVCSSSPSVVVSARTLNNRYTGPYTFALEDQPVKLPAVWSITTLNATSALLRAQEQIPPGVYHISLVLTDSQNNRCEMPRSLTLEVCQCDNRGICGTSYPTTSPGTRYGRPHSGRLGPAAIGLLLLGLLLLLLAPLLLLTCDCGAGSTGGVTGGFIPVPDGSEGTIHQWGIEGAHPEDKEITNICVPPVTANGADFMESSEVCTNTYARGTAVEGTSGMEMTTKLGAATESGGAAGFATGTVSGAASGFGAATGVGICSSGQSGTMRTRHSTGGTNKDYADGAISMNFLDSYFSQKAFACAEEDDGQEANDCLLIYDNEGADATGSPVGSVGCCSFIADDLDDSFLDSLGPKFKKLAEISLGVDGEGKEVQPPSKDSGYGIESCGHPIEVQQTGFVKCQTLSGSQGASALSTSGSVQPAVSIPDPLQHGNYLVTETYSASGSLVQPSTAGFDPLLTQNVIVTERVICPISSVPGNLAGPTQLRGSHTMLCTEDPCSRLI
Keap1-Nrf2 PPI: disrupts human Keap1 binding to Nrf2 peptide. Keap1 Kelch-Nrf2 peptide fluorescence polarization, 1536-well. Q14145. 340,000 tested, 0.15% active. inhibition, % at 9.4 µM; in the data active = inhibition above about 12%;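 also: human Keap1 Kelch domain with fluorescein labeled Nrf2 9mer peptide probe; 0% = neutral control wells and 100% = peptide positive control; higher means more block of Keap1 binding to Nrf2 peptide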
Arr AP2 block: blocks beta-arrestin peptide binding to AP2 adaptin; 340,000 tested, 0.31% active; FITC-arrestin peptide / GST-AP2 beads, flow cytometry; AP2 beta2 appendage carries R879A mutation; AID 504490; inhibition, % at 10 µM;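 active = inhibition above a set limit, near 3 SD of compounds lacking own fluorescence, cut at about 54% in these data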;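 also: plate controls were DMSO wells for no effect and 5 µM unlabelled arrestin peptide for full effect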
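test system = AP2 appendage R879A on GSH beads | buffer or medium = PBS plus Tween 20 (0.05%) and BSA (0.1%) | incubation = 12 min plus 1 h, RT | detection = bead flow cytometry, FITC channel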
LANA DNA inh: KSHV C-LANA DNA binding inhibition; 340,000 tested, 0.078% active; inhibition, % at 9 µM; AID 504423; MBP-C-LANA/FAM-LBS DNA binding, fluorescence polarization;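 active = highest replicate inhibition at or above 60% at 9 µM, even if other replicates fall short; inactive = all replicates below 60% inhibition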;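 also: 0% = neutral control wells and 100% = 4 µM acridine orange control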
CAL PDZ FP-1: blocks peptide binding to the human CAL PDZ domain | Q9HD26 | purified CAL PDZ, TMR-peptide fluorescence polarization, 1 h | inhibition, % at 24.9 µM | 300,000 tested, 0.92% active | AID 602252;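 active = mean inhibition of at least 30% with at least half of replicates also reaching 30%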;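 also: 0% = DMSO neutral control and 100% = excess unlabeled competitor peptide PRC23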
V-ATPase pH: alters yeast V-ATPase proton transport; S. cerevisiae, pHLuorin cytosolic pH fluorescence; response, % at 10 µM; 350,000 tested, 0.37% active; AID 504577; in the data active = response mostly above about 7.3%, no sharp cut-off; inactive = mostly below about 5.4%; also: actives read high; inactives centre near 0; some compounds called inactive have numbers as strong as hits; reference of the scale not given here
CAL PDZ FP-2: human CAL PDZ-peptide interaction inhibition. purified CAL PDZ, TMR-peptide fluorescence polarization, 1 h. 330,000 tested, 0.02% active. Q9HD26. AID 504414. inhibition, % at 20 µM;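 active = highest replicate inhibition of at least 40%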;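 also: plate controls were DMSO neutral control wells for no effect and unlabeled competitor peptide control wells for full effect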
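System: purified tagged CAL PDZ domain construct (CerCALP). Schedule: 1 h incubation at room temperature before polarization reading. Medium: 25 mM sodium phosphate pH 7.4, 150 mM NaCl, TCEP, IgG, Thesit. Read-out: percent inhibition from loss of millipolarization. Measured by: FP readout, S and P plane fluorescence. Probe or stimulus: fluorescent TMR peptide probe.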
NSD2 inh: inhibitors of human histone methyltransferase NSD2 | NSD2 peptide methylation, AlphaScreen, 120 min | inhibition, % at 12.5 µM | 310,000 tested, 0.54% active; in the data active = inhibition above about 50%
DAGLB inh: blocks human DAGLB lipase activity | Q8NCG7 | inhibition, % at 5.17 µM | AID 504411 | 340,000 tested, 0.059% active | HEK293T DAGLB membrane lysate, EnzChek fluorogenic substrate; in the data active = inhibition above about 34%;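 also: 0% = enzyme with vehicle and 100% = wells lacking enzyme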
Cardiac RTF inh: cardiac RTF calcium desensitization; P19429+P45379; IANBD-labeled cardiac RTF, Ca2+ fluorescence; inhibition, % at 7.15 µM; 340,000 tested, 0.12% active;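 active = inhibition above the mean inhibition of all tested compounds plus 3 SD, cut at about 17% in these data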;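 also: assay run at fixed EC70 calcium of 1.6 mM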
The depositor's hits bear a star; / = not tested or not shown.

SMILES	DSG3 Ab inh	Keap1-Nrf2 PPI	Arr AP2 block	LANA DNA inh	CAL PDZ FP-1	V-ATPase pH	CAL PDZ FP-2	NSD2 inh	DAGLB inh	Cardiac RTF inh
Cc1ccc(-c2nc(NC(=O)c3cc(C(C)(C)C)nn3C)sc2C)cc1Cl	117.6	-1.2	-15.0	0.7	-1.4	-1.5	0.3	-0.9	-2.4	-8.8
O=C(COc1ccc(Br)cc1Cl)NC(=O)Nc1ccc2c(c1)OCCO2	99.6	-1.8	-0.1	7.7	-2.8	-2.0	-0.9	1.9	-5.1	-8.0
COCC(=O)N(C)c1nnc(-c2ccc([N+](=O)[O-])cc2)s1	108.8	-6.8	-6.5	-0.5	-8.0	-0.3	0.0	-3.4	3.4	-23.2
COc1ccc(/C(O)=C2/C(=O)C(=O)N(CCCN3CCOCC3)C2c2ccc(OC)cc2)cc1 (centres undefined)	112.0	-10.0	3.9	-0.2	-2.6	-2.9	4.3	/	-0.2	2.2
Cc1ccccc1C(=O)Nc1cccc(NC(=O)c2ncn[nH]2)c1	82.7	-1.1	-3.9	-1.2	-2.7	2.2	-2.1	-0.6	2.1	-16.2
N=C1/C(=C/c2ccc(OC(=O)c3ccco3)cc2)C(=O)N=C2SC=CN12	108.7	-6.3	-1.1	1.2	1.6	-0.1	-1.2	1.4	3.3	-0.5
CC(C)(C)c1cnnn1-c1ccc(NC(=O)c2ccc3c(c2)OCO3)cc1	102.8	-1.5	-3.7	0.3	-4.4	-2.7	-4.8	2.8	-1.3	-6.0
CS(=O)(=O)N(CC(=O)NCc1ccc2c(c1)OCO2)c1ccccc1	98.8	-4.3	-0.7	1.0	-4.1	0.9	-1.0	1.7	-0.4	2.1
CCOc1ccccc1N=C1SCC(C)N1C(=O)C1CCN(c2ncnc3sc(C)c(C)c23)CC1 (centres undefined)	106.6	1.2	15.8	2.4	/	0.4	-1.2	3.9	-5.2	-6.1
COc1ccccc1CC(=O)Nc1ccc(S(=O)(=O)N2CCOCC2)cc1	/	1.0	16.4	-2.3	/	-7.3	0.5	0.9	-4.0	-16.5
COc1ccc(C(CNC(=O)c2sccc2C)N2CCOCC2)cc1 (centres undefined)	105.9	-3.9	-8.6	3.9	-2.8	2.5	-1.7	3.4	0.0	-32.2
O=C(CSc1ncn[nH]1)NCCc1ccccc1	/	-5.4	-13.6	-1.7	-3.8	-1.0	-1.7	0.7	0.2	3.0

Compound profiles, from the list above.
CCOc1ccccc1N=C1SCC(C)N1C(=O)C1CCN(c2ncnc3sc(C)c(C)c23)CC1 (centres undefined) in the list: DSG3 Ab inh = 106.6; Keap1-Nrf2 PPI = 1.2; Arr AP2 block = 15.8; LANA DNA inh = 2.4; CAL PDZ FP-1 = /; V-ATPase pH = 0.4; CAL PDZ FP-2 = -1.2; NSD2 inh = 3.9; DAGLB inh = -5.2; Cardiac RTF inh = -6.1
Cc1ccc(-c2nc(NC(=O)c3cc(C(C)(C)C)nn3C)sc2C)cc1Cl in the list: DSG3 Ab inh = 117.6; Keap1-Nrf2 PPI = -1.2; Arr AP2 block = -15.0; LANA DNA inh = 0.7; CAL PDZ FP-1 = -1.4; V-ATPase pH = -1.5; CAL PDZ FP-2 = 0.3; NSD2 inh = -0.9; DAGLB inh = -2.4; Cardiac RTF inh = -8.8

(list continues)
SMILES	DSG3 Ab inh	Keap1-Nrf2 PPI	Arr AP2 block	LANA DNA inh	CAL PDZ FP-1	V-ATPase pH	CAL PDZ FP-2	NSD2 inh	DAGLB inh	Cardiac RTF inh
O=C(CN1CCOCC1)N/N=C/c1cccc2ccccc12	115.2	-5.7	0.8	-1.3	-1.0	-3.8	-1.0	1.3	0.5	2.0
O=C(Nc1ccccc1C(F)(F)F)C1CCCC1	101.4	-1.5	3.6	1.5	0.3	-0.6	-1.4	-5.0	-4.7	1.0
C[C@@H]1O[C@@H](Oc2c(-c3cc(O)c(O)c(O)c3)oc3cc(O)cc(O)c3c2=O)[C@H](O)[C@H](O)[C@H]1O	99.0	-5.0	11.7	8.6	-4.3	-0.7	-1.0	/	3.0	6.2
CC(=O)Nc1ccc(S(=O)(=O)NCc2nc(-c3ccccc3)no2)cc1	/	-1.4	-2.3	-1.2	0.1	-2.5	4.7	3.2	1.1	1.1
CS(=O)(=O)N(CC(=O)NC1CC2CCC1C2)c1cccc(C(F)(F)F)c1 (centres undefined)	102.4	4.0	6.1	-0.2	/	0.5	-0.3	-1.3	-0.5	-3.3
CC(=O)N1c2ccccc2Nc2ccccc21	/	-6.1	0.4	-0.9	-3.8	5.3	-1.7	0.2	3.3	1.7
O=c1[nH]c2ccccc2c2ccccc12	83.6	3.3	11.7	0.3	-2.6	0.4	-2.0	0.0	-0.7	-12.2
CCN(c1ccccc1)S(=O)(=O)c1ccc(Oc2ccc(C(C)=O)cc2OC)nc1	/	-2.6	-11.6	0.1	-6.0	-3.2	-1.0	-0.1	-2.5	-12.2
COc1cccc(/C=N/Nc2nn3cnnc3c3ccccc23)c1	/	-1.1	6.6	-1.2	-4.4	-0.2	-15.7	-2.4	0.0	-4.3
Cc1ccc2c(CC(=O)OC(C)C(=O)NCc3ccc4c(c3)OCO4)coc2c1 (centres undefined)	96.5	5.0	14.5	-1.2	7.8	-2.3	-0.3	7.2	-0.8	10.8
O=C1NC(=Nc2ccc(F)cc2)CS1	130.6	0.2	8.8	0.2	5.5	-1.2	-2.0	/	3.5	-1.3
Nc1c(C(=O)CSc2nnc(Cc3ccccc3)o2)c(=O)[nH]c(=O)n1C1CC1	99.0	1.6	3.0	5.9	8.2	0.0	-1.4	-0.3	-0.3	2.7
C=CCOc1c(CNn2nnnc2N)cccc1OC	117.1	-0.2	3.2	0.1	-5.7	2.2	-1.9	-5.1	-0.7	3.8
CCCCNC(=O)COCc1cc(-c2ccc3c(c2)OCO3)on1	104.5	0.1	-7.8	3.5	-6.5	0.0	-1.5	1.9	0.1	-0.5
O=c1c(Cc2c(F)cccc2Cl)c(O)ccn1CCCn1ccnc1	92.8	3.2	62.7*	0.7	/	-3.4	-2.1	0.2	-5.6	-0.9
CC(C)(C)c1ccc(-c2noc(CCC(=O)Nc3cccnc3)n2)cc1	103.3	3.1	3.3	0.9	-2.8	0.5	-3.0	/	-6.7	-7.9
CC(C)OCCCn1c(=N)c(C(N)=S)cc2c(=O)n3ccccc3nc21	/	-0.6	20.8	1.7	1.5	5.3	-1.1	-0.1	0.9	-16.0
Cc1cc(NC(=O)C2COc3ccccc3O2)no1 (centres undefined)	100.7	-2.4	14.8	0.3	/	1.5	0.8	/	-3.0	3.4
N/C(=N\OCc1ccccc1)c1nonc1N	108.7	1.9	2.3	-1.1	3.9	4.1	-1.8	-5.9	0.0	-3.0
COc1ccccc1NC(=S)NC(=O)CCc1ccccc1	/	5.2	7.0	2.5	0.2	0.6	-2.6	/	-10.8	-3.5
CC(C)C(=O)Nc1cccc(NC(=O)c2cccc(Br)c2)c1	92.7	-6.4	1.2	0.2	0.7	0.3	-3.0	-1.3	-2.3	-0.3
COc1ccc([N+](=O)[O-])cc1NC(=O)CCSCCc1ccccn1	99.6	0.5	6.3	-1.0	-1.4	-4.2	-2.4	-2.1	-0.1	-7.5
Cn1cccc1C(=O)NC(=O)CSc1cccc[n+]1[O-]	94.6	0.3	-0.2	0.1	/	-1.1	0.5	0.4	3.0	-7.1
CC(C)S(=O)(=O)C1=NSC2=NC(=O)/C(=C\c3ccc(-c4ccccc4)o3)C(=N)N21	95.9	-9.6	-3.1	-3.7	-9.5	-4.8	-4.9	13.8	5.0	3.5
COc1ccc(NC(=O)c2cc(-c3ccc(C)o3)nc3ccccc23)cc1	/	-1.8	4.0	0.1	-1.8	-0.5	0.0	4.6	-1.3	-6.0
COC(=O)c1ccc(OCC(=O)c2ccc(O)cc2O)cc1	108.0	-7.7	0.5	1.1	-1.6	2.7	-3.6	/	-0.6	1.2
COc1ccccc1CN1CC(C(=O)NCc2cccnc2)CC1=O (centres undefined)	94.7	-1.4	-4.4	-1.5	-1.1	1.7	1.1	2.5	0.2	1.6
NC(=O)c1ccc(NC(=O)Cn2c(=O)n(-c3ccccc3)c(=O)c3oc4ccccc4c32)cc1	96.4	-4.2	-5.5	-2.3	-5.5	-5.3	-4.5	1.2	0.9	3.9
CCOC(=O)c1sc(=S)n(-c2ccccc2OC)c1N	101.2	1.0	-0.6	-0.2	-3.5	2.0	0.8	-0.5	1.2	-3.5
COc1cccc(NC(=O)CN(C)C(=O)c2ccccc2Sc2ccccc2C#N)c1	99.7	-1.6	11.8	0.0	1.3	1.6	-0.8	-2.2	-1.0	-11.6
CCN(CC)S(=O)(=O)c1ccc(-c2cn3ccc(C)cc3n2)cc1	89.5	0.1	6.0	-3.2	-0.9	-0.9	-1.1	0.7	-4.0	-1.4
C/C(=N\NC(=O)c1nn(C)c(C)c1Br)c1ccc(NC(=O)c2ccoc2C)cc1	101.4	-0.6	6.1	1.5	-0.8	0.8	-0.3	/	0.8	-0.3
CCOC(=O)CNC(=O)c1sc(NC(=O)c2ccccc2F)nc1C	100.0	-0.9	3.5	0.1	-0.9	4.6	-2.3	0.5	0.7	-1.4
O=C(Nc1ccccc1F)Nc1ccc([N+](=O)[O-])cc1Cl	94.6	-1.1	0.9	1.3	3.1	-1.8	-0.4	1.4	-2.8	-7.3
C[C@H](NC(=O)c1nc[nH]c1C(=O)N1CCN(C(=O)OC(C)(C)C)CC1)C(=O)OC(C)(C)C	98.4	3.9	5.4	0.2	-1.3	-5.2	0.4	/	0.9	3.0
S=C(Nc1ccccc1)Nc1nccs1	101.6	-2.0	1.8	0.3	1.0	-0.7	-1.3	-1.2	-0.3	-16.3
Cc1sc(N/N=C/c2cccnc2)nc1-c1ccc(Cl)cc1	/	-4.5	5.9	-0.9	5.0	2.7	/	/	-0.2	7.7
O=C(CSc1nnc(-c2cnccn2)n1Cc1ccco1)Nc1ccc(Br)cc1	/	-3.4	-1.8	-0.9	-2.0	2.8	-1.2	-1.6	-3.5	-7.3
COc1cccc(C(=O)N2CCN(C(=O)COc3ccc4ccccc4c3)CC2)c1	/	-1.5	-3.6	0.4	-4.0	0.9	-2.3	18.2	2.5	-4.0
Cc1ccc(S(=O)(=O)NC2=C(N3CCN(Cc4ccccc4)CC3)C(=O)c3ccccc3C2=O)cc1	131.3	-2.1	-7.7	0.4	3.3	3.2	-2.4	40.3	10.9	1.5
O=C(COC(=O)Cc1c[nH]c2ccccc12)Nc1cc(S(=O)(=O)N2CCOCC2)ccc1Cl	101.2	-0.4	10.2	-0.6	/	3.9	0.1	2.9	2.4	-7.9
COc1cccc(NC(C)C(=O)N2CC(C)OC(C)C2)c1 (centres undefined)	101.5	1.3	7.1	1.0	-3.0	-0.2	-1.0	6.4	-0.2	-0.9
O=C(NC1CCCCC1)c1cccc(S(=O)(=O)N2CCOCC2)c1	107.7	-3.8	-8.6	-0.4	1.0	3.3	-0.8	-1.2	0.8	-4.4
COC(=O)Cn1c(N2CCCC2)nc2c1c(=O)n(C)c(=O)n2C	90.5	4.4	-13.1	0.4	6.2	3.8	-0.3	2.3	-0.8	-0.5
N#Cc1ncn(-c2ccc(Oc3ccccc3)cc2)c1N	98.8	0.0	-1.2	0.3	-6.3	-0.6	-0.1	2.0	3.7	-9.8

Some of the compounds tested. The share of hits here may be higher or lower than overall.
